Growth percent in the NCI-60 one-dose screen (48 h, 10 µM unless noted): 100 = growth as untreated, 0 = no growth, -100 = all killed.
786-0: 786-0 renal cancer cells; AID 1794775; 5.1% of 81,000 active
TK-10: TK-10 renal cancer cells. 3.9% of 81,000 active
ACHN: ACHN renal cancer; 4.9% of 81,000 active; AID 1794771
NCI-H522: NCI-H522 lung cancer | 8% of 78,000 active | AID 1794739
UO-31: UO-31 renal cancer. 5.2% of 81,000 active
NCI-H460: NCI-H460 lung cancer | 6.8% of 82,000 active
RXF 393: RXF 393 renal cancer cells. 6.9% of 77,000 active
NCI-H322M: NCI-H322M lung cancer; 2.7% of 80,000 active; AID 1794733
CAKI-1: CAKI-1 renal cancer; 4.7% of 75,000 active
Starred values were filed as active, the others as inactive; . = not tested or not shown. How the source made its calls: active means growth percent below 10; inactive means the rest. Compounds as they come; any-hit rate near 11%.

Values run as follows: 786-0	TK-10	ACHN	NCI-H522	UO-31	NCI-H460	RXF 393	NCI-H322M	CAKI-1
1: CCOc1cccc(/C=N/NC(=O)c2ccc(Nc3ccnc(C(F)(F)F)c3)cc2)c1O
 : 3.1*	28	3.8*	2.4*	-11*	-3.5*	22	22	14
2: O=c1ccc(=O)n(-c2nc(-c3ccc(-c4csc(-n5[nH]c(=O)ccc5=O)n4)cc3)cs2)[nH]1
 : 99	111	100	103	88	104	106	105	92
3: CC1=C/C(=C(/c2ccccc2S(=O)(=O)O)c2cc(C)c(O)c(CN(CC(=O)O)CC(=O)O)c2C)C(C)=C(CN(CC(=O)O)CC(=O)O)C1=O
 : 103	106	102	99	76	101	104	100	100
4: Nc1ccc(SCC(=O)O)cc1
 : 96	85	94	55	71	103	114	98	99
5: Cn1cc(-c2csc(-c3cn(CCNC(=O)OC(C)(C)C)c4ccc(F)cc34)n2)c2cccnc21
 : 88	104	69	44	40	86	105	84	.
6: CCOP(=O)(CCCCN1C(=O)c2ccccc2C1=O)OCC
 : 105	108	103	88	77	114	114	104	.
7: O=C(/C=C/N1CCc2c(ncnc2NC2CC2)C1)c1ccccc1O
 : 100	109	77	76	80	87	106	92	90
8: O=C1c2ccccc2C(=O)N1CCS
 : 95	99	100	96	91	111	119	116	102
9: CCN1CCN(CC(=O)NC2CCCCC2)C(=O)/C=C\C1=O
 : 109	94	101	97	88	97	92	98	80
10: N=C(N)c1ccc(-c2ccc(-c3cncc4ccccc34)s2)cc1F
 : -91*	-91*	-98*	-90*	-87*	-72*	.	-68*	-88*
11: N#CS/C=C/SC#N
 : 107	106	110	106	89	106	119	94	102
12: Cc1ccc2cccnc2c1NS(=O)(=O)c1ccc(Cl)cc1Cl
 : 103	101	98	88	73	86	96	82	94
13: COc1cc(C2NC(c3ccc(Cl)cc3)C(C)/C(=N/NC(N)=S)C2C)cc(OC)c1OC (stereo not drawn)
 : 91	103	93	66	77	100	86	98	51
14: Cn1ccc2c1-c1[nH]c(=O)c(S(=O)(=O)c3ccccc3)cc1CCC2
 : 97	101	98	98	83	105	113	101	97
15: COc1ccccc1N1C(N)=NC(N)=NC1(C)C
 : 121	101	105	86	84	113	102	98	113
16: CC(=O)CCS(=O)c1ccccc1 (stereo not drawn)
 : 105	89	112	83	86	.	100	94	.
17: COc1c(C(=O)/C=C/c2ccccc2)c(O)cc2occc12
 : 101	71	66	47	40	46	49	104	58
18: C=CCNC(=O)c1ccc(OC)cc1
 : 107	120	106	-12*	75	114	111	98	.
19: O=C1OCC/C1=C\OCCCO/C=C1\CCOC1=O
 : 102	110	103	98	91	107	117	100	106
20: Cc1ccc2nc(CC(O)(c3ccccc3)c3ccccc3)ccc2c1
 : 90	103	99	95	76	75	109	109	68
21: CC1=NN(c2cccc(Cl)c2)C(=O)/C1=C\c1cn(C(=O)c2c(Cl)cccc2Cl)c2ccccc12
 : 101	124	91	88	75	103	97	100	89
22: O=S(=O)(/N=c1\c2ccccc2cnn1C1=NCCN1S(=O)(=O)c1ccc(Br)cc1)c1ccc(Br)cc1
 : 108	102	111	99	96	108	109	110	.
23: CC(=O)ON1CCCC(P(=O)(OCOC(=O)C(C)(C)C)OCOC(=O)C(C)(C)C)C1=O (stereo not drawn)
 : 12	1.7*	6.6*	-11*	-8.3*	2.5*	-21*	-11*	.
24: Cc1cc(-n2ccc(N)nc2=O)ccc1F
 : 97	107	95	66	.	114	114	95	103
25: COc1ccc(NC2CC(=O)N(c3c(C)cc(C)cc3C)C2=O)c(OC)c1 (stereo not drawn)
 : 105	118	98	96	78	108	105	95	91
26: CN(C)Cc1ccc(C(=O)Nc2ccc3ncnc(Nc4ccc(Oc5cccc(F)c5)c(Cl)c4)c3c2)cc1
 : -85*	1.7*	-86*	-30*	16	-74*	-80*	4.7*	-42*
27: Cc1cc2nc(Cc3nc4cc(C)c(C)cc4[nH]3)[nH]c2cc1C
 : 117	138	91	106	93	98	123	98	110
28: Cc1ccc(S(=O)(=O)n2cccc2/C=C2\C(=O)N(c3c(Cl)cccc3Cl)c3ccccc32)cc1
 : 98	92	90	75	83	97	84	88	79
29: CCOC(=O)CNC1=C(Cl)C(=O)N(Cc2ccc(Cl)cc2)C1=O
 : 99	102	101	89	67	104	120	97	95
30: O=C(COc1ccccc1)Nc1ccc2oc(=O)ccc2c1
 : 94	88	114	89	105	104	107	108	.
31: CN1CCN(CCCOc2ccc3nc(Nc4ccc(F)c(F)c4)ccc3c2)CC1
 : 2.0*	42	44	-50*	47	7.5*	49	68	73
32: CCOc1ncnc2c1ncn2[C@H]1CC2C(CO)C1C[C@@H]2Cl (stereo partly drawn)
 : 108	.	99	92	88	108	106	90	.
33: COc1cc(C2CC(c3ccc(Cl)cc3)=NN2)ccc1Oc1ccnc2cc(Cl)ccc12 (stereo not drawn)
 : 98	130	101	81	77	87	109	105	86
34: COc1ccc(C(Nc2cccc(C)c2)C(=O)NC2CCCCC2)c(OC)c1OC (stereo not drawn)
 : 94	92	99	77	94	95	114	103	96
35: Cc1ccc2c(n1)C(=O)C(Cl)=C(Nc1cccc(C(=O)OC(C)(C)C)c1)C2=O
 : 100	120	77	61	78	101	84	112	78
36: O=C(/C=C/c1ccccc1O)c1ccccc1O
 : 103	128	81	46	54	80	60	92	71
37: Cc1cccc(C(=O)NNC(=O)c2c(C)[nH]c(-c3nc4ccccc4[nH]3)c2C)c1
 : 104	114	105	89	89	106	111	102	100
38: COc1cc(-c2conc2-c2ccccc2)c(OC)c2c1OCO2
 : 88	96	102	86	84	103	98	99	76
39: Nc1nc(-c2nnc(NCc3ccccc3)s2)cs1
 : 102	100	111	88	82	107	.	107	99
40: CC(=O)Oc1ccc(C(C)=O)cc1
 : 111	90	.	65	69	106	116	84	.
41: CC1=N/C(=C\c2ccc(-c3ccccc3)cc2)C(=O)O1
 : 110	107	103	93	90	110	91	99	97
42: CCOC(=O)C1=C(C)NC(SCc2nc(C)c(C)nc2C)N=C1c1ccccc1 (stereo not drawn)
 : 98	109	99	86	88	101	105	105	92
43: CC(=O)CCN1C(=O)c2ccccc2C1=O
 : 96	106	97	90	85	98	94	104	75
44: O=C1c2cc(Br)ccc2Oc2cc([N+](=O)[O-])ccc2N1c1ccc(I)cc1F
 : 104	112	100	96	73	102	94	103	85
45: CSCCCO
 : 110	123	92	.	80	112	102	105	102

Single records (already shown). Values in the order: 786-0	TK-10	ACHN	NCI-H522	UO-31	NCI-H460	RXF 393	NCI-H322M	CAKI-1
Results for `O=C1c2cc(Br)ccc2Oc2cc([N+](=O)[O-])ccc2N1c1ccc(I)cc1F` → 104	112	100	96	73	102	94	103	85
Results for `Cc1ccc2c(n1)C(=O)C(Cl)=C(Nc1cccc(C(=O)OC(C)(C)C)c1)C2=O` → 100	120	77	61	78	101	84	112	78

Following part:
Values run as follows: 786-0	TK-10	ACHN	NCI-H522	UO-31	NCI-H460	RXF 393	NCI-H322M	CAKI-1
46: Cc1ccc2c(Cn3cc(COc4ccc5c(c4)NC(=O)CC5)nn3)cc(=O)oc2c1C
 : 81	66	81	69	52	90	68	67	51
47: CN1CC(c2ccc(Cl)cc2)C(C(=O)c2ccc(O)cc2)C12C(=O)c1ccccc1C2=O (stereo not drawn)
 : 103	108	96	93	72	106	114	112	83
48: O=C1c2cccc3c(-c4ccc(-c5nc6c7ccccc7c7ccccc7c6[nH]5)cc4)ccc(c23)C(=O)N1CCN1CCNCC1
 : 52	104	72	92	94	41	.	75	91
49: O=C(Nc1cccc(NC(=O)c2ccccn2)c1)c1ccc(Cl)c(Cl)c1
 : 87	99	99	92	83	104	120	96	94
50: O=C1c2ccccc2C(=O)N1Cc1ccccc1
 : 101	91	105	88	86	107	108	106	99
51: N#Cc1ccc2cc(-c3ccc(Br)cc3)c(C(=O)c3ccc(Br)cc3)n2c1
 : 107	129	95	83	75	97	106	96	81
52: CC(=O)/C=C(/C)N1CCCC1
 : .	132	107	129	90	107	99	114	101
53: O=C(CSc1nc2c(n1Nc1ccccc1)-c1ccccc1SC2)Nc1nc(-c2ccccc2)cs1
 : 109	117	103	97	84	105	116	97	83
54: CC/C=C\C/C=C\C[C@H](O)C/C=C1/C(=O)C=C[C@@H]1C/C=C\CCCC(=O)OC
 : -61*	5.1*	-76*	-52*	-83*	-40*	-58*	11	-1.7*
55: CCC(C(=O)O)(C(=O)O)c1ccccc1
 : 107	112	110	109	104	115	116	116	92
56: CN(C)C(=S)SC1(CN2CCOCC2)COc2c(Cl)cc(Cl)cc2C1=O (stereo not drawn)
 : 98	125	98	50	.	87	82	99	92
57: CCCCOP(=O)(CCP(=O)(OCCCC)OCCCC)OCCCC
 : 97	95	108	89	81	102	105	106	98
58: COC(=O)c1ccc(NC2=C(Cl)C(=O)C(C)=C(C)C2=O)cc1
 : 85	112	63	53	65	79	66	100	43
59: COC(=O)CC[C@H](C)[C@H]1CC[C@H]2[C@@H]3CC[C@@H]4C(c5nc6ccc(F)cc6[nH]5)=C(Cl)CC[C@]4(C)[C@H]3CC(=O)[C@]12C
 : 92	94	91	72	68	95	94	96	60
60: N[C@@H](CC/[N+]([O-])=N/O)C(=O)O
 : 104	104	105	96	95	98	.	103	98

In a second layout: 9 of the compounds above.
47: CN1CC(c2ccc(Cl)cc2)C(C(=O)c2ccc(O)cc2)C12C(=O)c1ccccc1C2=O (stereo not drawn)
48: O=C1c2cccc3c(-c4ccc(-c5nc6c7ccccc7c7ccccc7c6[nH]5)cc4)ccc(c23)C(=O)N1CCN1CCNCC1
49: O=C(Nc1cccc(NC(=O)c2ccccn2)c1)c1ccc(Cl)c(Cl)c1
50: O=C1c2ccccc2C(=O)N1Cc1ccccc1
51: N#Cc1ccc2cc(-c3ccc(Br)cc3)c(C(=O)c3ccc(Br)cc3)n2c1
52: CC(=O)/C=C(/C)N1CCCC1
53: O=C(CSc1nc2c(n1Nc1ccccc1)-c1ccccc1SC2)Nc1nc(-c2ccccc2)cs1
54: CC/C=C\C/C=C\C[C@H](O)C/C=C1/C(=O)C=C[C@@H]1C/C=C\CCCC(=O)OC
55: CCC(C(=O)O)(C(=O)O)c1ccccc1

assay / entry,47,48,49,50,51,52,53,54,55
786-0,103,52,87,101,107,.,109,-61*,107
TK-10,108,104,99,91,129,132,117,5.1*,112
ACHN,96,72,99,105,95,107,103,-76*,110
NCI-H522,93,92,92,88,83,129,97,-52*,109
UO-31,72,94,83,86,75,90,84,-83*,104
NCI-H460,106,41,104,107,97,107,105,-40*,115
RXF 393,114,.,120,108,106,99,116,-58*,116
NCI-H322M,112,75,96,106,96,114,97,11,116
CAKI-1,83,91,94,99,81,101,83,-1.7*,92

Later entries:
Values run as follows: 786-0	TK-10	ACHN	NCI-H522	UO-31	NCI-H460	RXF 393	NCI-H322M	CAKI-1
61: N/C(=N\c1nc2ccccc2s1)NC(=O)NCc1ccccc1
 : 82	94	82	34	72	69	87	93	63
62: Nc1nc2cc(Cl)c(Br)cc2o1
 : 98	94	99	.	.	105	117	.	70
63: COc1ccc(C(c2cc(OC)c(OC)c(OC)c2)n2ccnc2)cc1O (stereo not drawn)
 : 20	53	42	12	62	6.1*	-5.4*	48	41
64: O=C(O)/C=C\C(=O)NNc1ccc(Cl)cc1Cl
 : 102	128	101	70	77	106	108	102	87
65: CNC(=O)c1cccc(NC(=O)c2ccc3c(c2)nnn3/C(C#N)=C/c2ccccn2)c1
 : -96*	-25*	-24*	-90*	-7.2*	52	-98*	92	26
66: CN(C)c1ccc2c(c1)OC(N)=C(C#N)C2c1ccc2c(c1)CCCN2C (stereo not drawn)
 : 44	70	53	-26*	51	12	8.3*	52	40
67: CCCCCCCCCCCCCCCCCCSC(=N)N
 : 62	65	70	90	43	53	71	88	79
68: N#Cc1ccc2c(c1)Oc1ccccc1C1=NCCN12
 : 97	89	99	85	65	102	115	99	76
69: O=C1C(c2ccccc2)=C(c2ccccc2)C(c2ccccc2)C1c1ccccc1 (stereo not drawn)
 : 71	85	74	35	44	52	80	60	34
70: CCCCCCC(C)(O)C(C(=O)O)c1ccccc1 (stereo not drawn)
 : 108	115	102	110	90	108	122	117	97
71: CCOC(=O)c1cc(-c2ccc(Br)cc2)n(C(=O)CSc2nc3sc4c(c3c(=O)n2-c2ccc(Cl)cc2)CCCC4)n1
 : 102	138	103	104	83	103	133	118	91

Assay outcomes from PubChem BioAssay.
